# Bioassay records: PubChem BioAssay, Johns Hopkins Ion Channel Center
# Kir21 inh: Kir2.1 (mouse) channel inhibition. HEK293-Kir2.1, FluxOR thallium flux fluorescence; active compounds read low. B-score at 10 µM. AID 1672. 310,000 tested, 0.85% active. P35561;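 active = fluorescence ratio B-score at or below minus 3 SD of library scores, with starting-brightness B-score within 2 SD, cut at about -4.2 in these data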;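 note: channel flux triggered by added potassium and thallium sulfate stimulus; B-score of peak minus minimum fluorescence over baseline after thallium stimulus; more negative B-score means stronger Kir2.1 block with less thallium influx; some compounds called inactive have numbers as strong as hits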
# Target sequence (P35561 whole entry, looked up): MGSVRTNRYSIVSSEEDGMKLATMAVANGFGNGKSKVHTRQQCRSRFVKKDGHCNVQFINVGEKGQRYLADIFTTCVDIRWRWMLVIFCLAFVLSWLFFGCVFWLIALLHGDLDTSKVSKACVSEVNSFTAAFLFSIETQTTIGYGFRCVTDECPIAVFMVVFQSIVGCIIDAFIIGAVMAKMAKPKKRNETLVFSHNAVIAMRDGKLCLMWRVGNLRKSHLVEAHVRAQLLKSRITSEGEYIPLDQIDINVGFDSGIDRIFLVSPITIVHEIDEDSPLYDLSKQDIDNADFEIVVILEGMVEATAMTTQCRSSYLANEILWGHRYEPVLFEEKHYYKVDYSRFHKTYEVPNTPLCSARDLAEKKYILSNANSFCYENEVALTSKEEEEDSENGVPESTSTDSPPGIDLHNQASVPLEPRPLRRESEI
# CHT block: inhibitors of human choline transporter CHT; Q9GZV3; CHT-expressing cells, membrane potential dye, choline response; active compounds read low; B-score at 10 µM; 310,000 tested, 0.86% active;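 active = B-score over 3 SD under the library average, and starting fluorescence ratio not unusually high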;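 note: choline stimulus applied at its EC90 after an EC20 pre-addition; B-score computed on integrated fluorescence ratio after choline addition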
# Target sequence (Q9GZV3 whole entry, looked up): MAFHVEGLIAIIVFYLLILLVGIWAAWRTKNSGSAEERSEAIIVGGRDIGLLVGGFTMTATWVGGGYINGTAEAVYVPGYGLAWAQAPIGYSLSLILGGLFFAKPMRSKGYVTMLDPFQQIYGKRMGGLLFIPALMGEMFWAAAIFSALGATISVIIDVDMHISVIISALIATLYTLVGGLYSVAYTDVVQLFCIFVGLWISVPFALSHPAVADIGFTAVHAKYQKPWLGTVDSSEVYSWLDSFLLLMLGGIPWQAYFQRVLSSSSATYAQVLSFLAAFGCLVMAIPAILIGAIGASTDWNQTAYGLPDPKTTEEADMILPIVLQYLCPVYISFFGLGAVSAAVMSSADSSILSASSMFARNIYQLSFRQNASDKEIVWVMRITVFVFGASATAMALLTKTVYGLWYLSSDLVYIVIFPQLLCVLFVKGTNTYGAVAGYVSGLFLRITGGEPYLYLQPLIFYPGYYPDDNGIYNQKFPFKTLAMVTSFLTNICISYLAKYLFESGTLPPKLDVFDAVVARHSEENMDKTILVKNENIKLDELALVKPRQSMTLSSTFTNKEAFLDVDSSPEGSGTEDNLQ
# Starred values were filed as active, the others as inactive; i = inactive; x = not tested or not shown.
Kir21 inh,CHT block,compound
0.37,i,COc1ccc(NC(=O)Nc2nc(C)cc(C)n2)c(OC)c1
0.14,i,NS(=O)(=O)c1cccc(NC(=O)COC(=O)/C=C/c2ccco2)c1
-0.63,i,N#C/C(=C(/O)C(Cl)(Cl)Cl)c1nc2ccccc2[nH]1
-2.7,i,CCOC(=O)C1CCCN(Cc2cc(=O)oc3cc(C)c(C)cc23)C1 (stereo not given)
1.1,i,COc1ccc(Cc2[nH]n3c(=O)cc(C)nc3c2-c2ccccc2)cc1
1.4,i,O=C(NC1CCCCC1)C(c1ccccc1)N(C(=O)Cc1ccsc1)c1ccccc1 (stereo not given)
1.1,i,CCC(C)(C)C1CCC2(CC1)NC(=O)N(CC(=O)N(C)CC(=O)Nc1ccccc1C(F)(F)F)C2=O (stereo not given)
0.03,i,CCS(=O)(=O)c1ccc(C(=O)NC2CC2)c(Cl)c1Cl
-1.1,i,COc1cccc(NC(=O)CN(c2ccc3c(c2)OCO3)S(C)(=O)=O)c1
-3,i,COc1cc(C(=O)Nc2nnc(C3CC3)s2)ccc1OCc1c(C)noc1C
1.1,i,CCOc1ccc(NC(=O)C2CCN(S(=O)(=O)c3ccc4c(c3)CC(C)N4C(C)=O)CC2)cc1 (stereo not given)
-1.5,i,CC(=O)Nc1ccc(N/C=C(\C#N)S(=O)(=O)c2ccc(Cl)cc2)cc1
2.6,i,COc1ccc(-c2nnc3sc(COc4ccccc4)nn23)cc1
-0.39,x,Cc1ccc(OCC(=O)Nc2ccc(S(=O)(=O)N3CCOCC3)cc2)c(C)c1
0.17,i,Cc1ccc2c(c1)C1(OCCO1)C(=O)N2
0.68,i,COCCNC(=O)Cn1cc(/C=C(\C#N)C(=O)NC2CCCC2)c2ccccc21
-0.56,i,CC(C)C(=O)Nc1cccc(NC(=S)NC(=O)C(c2ccccc2)c2ccccc2)c1
-0.6,i,O=c1[nH]ncc(N/N=C\c2ccncc2)c1Cl
0.73,i,COCCn1nnnc1SCC(=O)Nc1ccc2c(c1)OCO2
1.6,i,CC(C)OCCCNC(=O)c1cccc(NC(=O)c2ccccc2)c1
-0.95,i,Cc1ccc(NC(=O)CSc2nnc(CCCCCNC(=O)OC(C)(C)C)o2)c(C)c1
0.47,i,CC1CCCN(CCCNC(=O)CN2C(=O)COc3ccc(S(=O)(=O)N4CCOCC4)cc32)C1 (stereo not given)
-0.03,i,O=C(O)c1cccc(NS(=O)(=O)c2ccc3c4c(cccc24)C(=O)N3)c1
-0.56,i,CCc1ccccc1NC(=O)C1CCCN(c2ncnc3onc(-c4ccc(F)cc4)c23)C1 (stereo not given)
-0.46,i,O=C(NCC1COc2ccccc2O1)c1ccccc1 (stereo not given)
-0.7,i,CCS(=O)(=O)c1nc(S(=O)(=O)c2ccc(C)cc2)c(N2CCN(C)CC2)s1
0.37,i,O=C(O)c1ccc(Cl)c(NCc2cccnc2)c1
-1.8,i,CC/C(=N/N=C(/CC)c1ccc(O)cc1)c1ccc(O)cc1
0.53,i,O=C(O)c1cccc(S(=O)(=O)N2CCSCC2)c1
-0.01,i,COc1cc(C(=O)Nc2ccc(S(=O)(=O)Nc3ncccn3)cc2)c([N+](=O)[O-])cc1OC
0.04,i,Cc1ccc2sc(N3CCN(C(=O)c4ccc([N+](=O)[O-])o4)CC3)nc2c1C
2,i,O=S(=O)(O)c1ccc(N=Nc2ccccc2)cc1
-0.62,i,Cc1csc(NC(=O)CCCSc2nc3ccccc3s2)n1
x,i,COc1ccc2c(c1OC)C(=O)N1c3ccccc3N=C(c3ccc([N+](=O)[O-])cc3)CC21 (stereo not given)
-0.13,i,CC(C(=O)O)n1c(C(F)(F)F)nc2ccccc21 (stereo not given)
-15,i,Nc1ccc2nc3c(=O)n(C4CCCCC4)c(=O)[nH]c3nc2c1
1.6,i,CC(=O)N1CCN(C(=O)C(Cc2c[nH]c3ccccc23)NC(=O)c2ccccc2Cl)CC1 (stereo not given)
-1.8,i,COc1ccc(C)cc1S(=O)(=O)N(C)CC(=O)N1CCN(C)CC1
0.07,i,CCOP(=O)(OCC)C(C#N)=C1SCN(c2ccc(Cl)cc2)CS1
1.9,i,C[n+]1cc(-c2ccccc2)n2c1CCCCC2
0.05,i,CCOC(=O)c1ccc(-n2c(C)nc3c(cnn3-c3ccccc3C)c2=O)cc1
0.46,i,Cc1nn2c(C)nc3sc4c(c3c2nc1=O)CC(C)(C)OC4
0.06,i,COc1cccc(/C=N/NC(=O)COc2cccc3cccnc23)c1O
0.81,i,COc1cccc(CNC(=O)C(=O)NCC2OCCCN2S(=O)(=O)c2cc(C)ccc2C)c1 (stereo not given)
0.31,i,CCN(C(=O)COC(=O)c1ccc(N2C(=O)c3ccccc3C2=O)cc1)C1CCS(=O)(=O)C1 (stereo not given)
1.4,i,Cc1c(NC(=O)C(C)OC(=O)c2cc3c4ccccc4n(C)c3s2)c(=O)n(-c2ccccc2)n1C (stereo not given)
-1.8,i,COc1cccc(CCNC(=O)c2cccc(NC(=O)C3=C(C)OCCS3)c2)c1
-0.22,i,COc1cc(C(=O)NCc2nnc(SCC(=O)NCc3ccccc3)o2)cc(OC)c1OC
0.66,i,CCOc1ccc(NC(C)c2cc(Cl)ccc2O)cc1 (stereo not given)
-0.91,i,CCCOc1cc(C)c(S(=O)(=O)N2CCOCC2)cc1C

# More compounds:
Kir21 inh,CHT block,compound
2.4,i,CCOC(=O)Cc1ncccc1C(=O)Nc1ccc(Oc2ccccc2)cc1
0.01,i,COc1cccc(NC(=O)Cn2nnc(-c3ccccc3N)n2)c1
-0.06,i,COc1ccc(-c2nc3c(-c4ccc(Cl)cc4)cnn3cc2C)cc1F
-3.2,i,OC(CN1C2=NCCCN2c2ccccc21)c1ccc(Br)cc1 (stereo not given)
0.01,i,NC(=O)CSc1nnc(-c2ccccn2)n1N
-0.17,i,Cc1cc(C(=O)N=Nc2c(O)n(C(C)C)c3ccccc23)n[nH]1
-1.9,i,CS(=O)(=O)CC(=O)Nc1ccc2nc3n(c(=O)c2c1)CCCCC3
0.02,i,Cc1ccc(C(=O)N2C(=O)C(c3ccccc3)Oc3ccccc32)cc1 (stereo not given)
1.3,i,CCCOC(=O)c1ccc(NC(=O)c2ccoc2C)cc1
1.1,i,CCOC(=O)N1CCN(CCC(=O)Nc2cc(C)ccc2C)CC1
0.76,i,Cc1cc(F)ccc1NC(=O)Nc1ccc2c(c1)OCO2
-0.86,i,COc1ccc(-c2cn3cccnc3n2)cc1NC(=O)C(C)Oc1ccccc1 (stereo not given)
-0.57,i,Cc1c(NC(=O)COC(=O)C(c2ccc(Cl)cc2)C(C)C)c(=O)n(-c2ccccc2)n1C (stereo not given)
0.51,i,Cc1c(NC(=S)SCc2ccccc2)c(=O)n(-c2ccccc2)n1C
-0.18,i,Cn1c(=O)c2c(nc(-c3ccccc3)n2C)n(Cc2ccccc2)c1=O
0.14,i,Cc1ccc(OCCCSc2n[nH]c(N)n2)cc1
1.5,i,CCOc1ncccc1C(=O)Nc1ccc(-c2ccc3nnc(C)n3n2)cc1
1.6,i,CCn1c2ccccc2c2cc(NC(=O)COC(=O)c3ccccc3O)ccc21
0.45,i,COc1ccc(C(=O)Oc2ccc(/C=N/O)cc2)cc1
0.93,i,COCCCn1c(=O)c2ccccc2n(Cc2ccccc2)c1=O
1.4,i,Cc1c([N+](=O)[O-])c([N+](=O)[O-])nn1CC(=O)N1CCCCC1
1.6,i,CC1CCCN(C(=S)SCC(=O)c2cc(Br)cc(Br)c2O)C1 (stereo not given)
0.3,i,CC(=O)N1N=C(c2cccc([N+](=O)[O-])c2)OC1(C)CC(=O)Nc1ccccc1 (stereo not given)
-0.65,x,O=C(/C=C/c1ccc2c(c1)OCO2)NCCSCc1ccc(Cl)cc1Cl
0.48,i,COc1ccc(OC)c(NC(=O)c2ccc(-c3cccs3)cc2)c1
-4.9*,i,COc1ccc(-n2c(CCc3ccccc3)nnc2SCC(=O)NCc2ccccc2)cc1
-0.33,i,Cc1ccc(OCC(=O)OCC(=O)c2ccccc2)cc1C
1.6,i,Cc1cccn2c(=O)c(/C=C(\C#N)S(=O)(=O)c3ccccc3)c(N3CCN(c4ccccc4)CC3)nc12
-0.67,i,COc1cc(NC(=O)C2CCCO2)c(OC)cc1NC(=O)c1ccccc1 (stereo not given)
0,i,CCn1c(-c2ccccc2)csc1=Nc1ccc(S(=O)(=O)O)cc1
1.1,i,CC(=O)NCc1ccc(-c2nc3ccccc3s2)cc1
0.65,i,COc1ccc(/C=C2\Sc3ccc(C(=O)N4CCCC4)cc3N(C)C2=O)cc1OC
-1.4,i,CN(C)C(=O)CN1C(=O)C2CCCCN2C(=O)c2ccccc21 (stereo not given)
0.07,i,CCC(C)N(C(=O)COC(=O)CSc1ccc([N+](=O)[O-])cc1)C1CCS(=O)(=O)C1 (stereo not given)
-0.76,i,COc1cccc(NC(=S)N2CCN(c3ccc([N+](=O)[O-])cc3)CC2)c1
-0.5,i,COc1ccc(CCN(C)C(=O)C2CCN(Cc3ccc(C)cc3)CC2)cc1OC
0.39,i,COc1ccc(S(=O)(=O)N2C3CCC2CC(NC(=O)C2CC2)C3)cc1 (stereo not given)
-0.96,i,O=C(NC1CCNCC1)C1CCCCC1
1.1,i,O=C(NC1CCCN(Cc2ccc(Cl)cc2)C1)c1ccoc1 (stereo not given)
-0.01,i,Cc1nnc2n(-c3ccccc3)c(=O)c3ccccc3n12
-0.01,i,Cc1cc(S(=O)(=O)NCCN2CCOCC2)c(C)s1
2.3,i,CCCNC(=O)C(=O)NCC(c1ccc2c(c1)OCO2)N1CCN(c2ccc(F)cc2)CC1 (stereo not given)
-4,i,COc1ccc(N=C2NC(=O)S/C2=C\c2ccc(N(C)C)cc2)cc1
-0.76,i,CN(C)/C=C/C(=O)c1ccc(F)cc1F
0.01,i,C=CCn1c(=N)c(C(=O)NCCCOC)cc2c(=O)n3cc(C)ccc3nc21
0.04,i,COc1ccc(CNC(=O)COC(=O)CCS(=O)(=O)c2ccc(C)cc2)cc1OC
-0.47,i,N#CCCN(Cc1cccnc1)C(=S)NC(=O)c1ccc(S(=O)(=O)N2CCCC2)cc1
x,i,O=C(NCCN1CCCCC1)/C(=N\O)c1ccccc1
0.12,i,Cc1nc(CS(=O)(=O)c2ccccc2)cc(Sc2ccc(Cl)cc2Cl)n1
-0.29,i,COc1ccc(S(=O)(=O)NNC(=O)Nc2ccc(F)cc2)cc1

# Among those listed so far, these contain a CF3 group:
Kir21 inh,CHT block,compound
1.1,i,CCC(C)(C)C1CCC2(CC1)NC(=O)N(CC(=O)N(C)CC(=O)Nc1ccccc1C(F)(F)F)C2=O (stereo not given)
-0.13,i,CC(C(=O)O)n1c(C(F)(F)F)nc2ccccc21 (stereo not given)

# (further entries)
Kir21 inh,CHT block,compound
0.04,i,O=C(c1cccs1)N1CCN(c2ccc([N+](=O)[O-])cc2F)CC1
-0.01,i,Cc1cc(C)cc(NC(=O)CSc2nc(=O)n3cc(C)ccc3n2)c1
0.66,i,CC(C)(C)NCCOc1ccc2ccccc2c1
0.45,i,Cc1ccc(S(=O)(=O)n2c([N+](=O)[O-])cnc2C)cc1C
-0.2,i,CC(C)(C)c1ccc(C(=O)Nc2cccc([N+](=O)[O-])c2)cc1
-1.4,i,CCOc1ccccc1C(=O)NC1CC2CCCC(C1)N2Cc1ccccc1 (stereo not given)
-0.17,i,O=C(Nc1ncccn1)c1cc(-c2cccc(Br)c2)nc2ccccc12
0.29,i,CCOC(=O)c1[nH]c(C)c(C(=O)N(C)Cc2ccccc2)c1C
x,i,O=c1c2c([N+](=O)[O-])cc([N+](=O)[O-])cc2sn1-c1ccc(Br)cc1
0.02,i,CC(C)(C)[C@H]1C=C(C(=O)N2CCN(Cc3ccc4c(c3)OCO4)CC2)O[C@@H](OCCCCO)C1
-0.55,i,CCOc1ccc(CCNC(=O)c2ccc3c(c2)NC(=O)C2CCCN32)cc1OCC (stereo not given)
0.54,i,Cc1ccc(NC(=O)CN(C)C(=O)CCC(=O)c2cccs2)cc1
-0.88,i,CCn1c(=N)n(CC(=O)c2ccc(OC)cc2)c2ccccc21
-0.11,i,COCCNC(=O)C(c1ccc(F)cc1)N(C(=O)CCC(=O)Nc1nccs1)c1ccc(C)cc1 (stereo not given)
-0.19,i,O=C(Nc1ccnc(-c2cccnc2)n1)c1ccc(F)cc1
1.1,-6.8*,O=C(Nc1ccc(S(=O)(=O)NC2=NCCCCC2)cc1)c1ccc(C(F)(F)F)cc1
-0.37,i,CN1CC2=Cc3ccccc3OC23Oc2ccccc2C=C3C1
0.27,i,O=C(/C=C/c1ccco1)Nc1ccc2c(c1)OCO2
-0.02,i,C/C(=N\NC(=S)Nc1ccc(C)cc1)c1cc2ccccc2o1
-3.7,i,COc1ccc(Cl)cc1C(=O)NNC1CC(=O)N(Cc2ccc(Cl)cc2)C1=O (stereo not given)
-0.16,i,CN1CCc2c1nc1ccccc1c2NC(=O)CN1CCCC1
-0.05,i,O=C1CCC/C1=C/Nc1cccc(F)c1
-0.13,i,Cc1ncc([N+](=O)[O-])n1CC(=O)Nc1ccc(Cl)cc1
-0.49,i,C=CCn1c(SCC(=O)NC2CC2)nnc1-c1cccs1

# Complete entries as entered above.
# `CCn1c(=N)n(CC(=O)c2ccc(OC)cc2)c2ccccc21` is listed with Kir21 inh = -0.88; CHT block = i
# `CCOc1ccccc1C(=O)NC1CC2CCCC(C1)N2Cc1ccccc1` (stereo not given) is listed with Kir21 inh = -1.4; CHT block = i
# `O=C1CCC/C1=C/Nc1cccc(F)c1` is listed with Kir21 inh = -0.05; CHT block = i

# Shown with two lines to a compound: part of the list above
# Screens in order – Kir21 inh | CHT block
O=C(Nc1ccnc(-c2cccnc2)n1)c1ccc(F)cc1
→ -0.19 | i
O=C(Nc1ccc(S(=O)(=O)NC2=NCCCCC2)cc1)c1ccc(C(F)(F)F)cc1
→ 1.1 | -6.8*
